# Screening results deposited in PubChem by National Center for Advancing Translational Sciences (NCATS).
# EPAC1 antag: EPAC1 (human) antagonism; O95398; Potency, µM (highest dose often 115 µM), inactives show at the top dose activity change, negative = inhibition, most hits filed as inhibitors; AID 720709; 360,000 compounds, 0.14% hits; EPAC1 GEF assay, Rap1b-BODIPY-GDP exchange fluorescence;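 also: plate controls were vehicle for no effect and positive control for full effect; nearly all actives have a fitted effect of over 50% in size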
# EPAC1 ag: activates human EPAC1 exchange factor | O95398 | EPAC1 agonist qHTS, biochemical assay; response scale: 100% = response to 6.5 mM cAMP | 360,000 compounds, 0.073% hits | Potency, µM (top dose mostly 154 µM), without a hit: top-dose activation, actives largely listed as activators; also: nearly all actives have a fitted effect of over 60% in size
#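 Read-out is the fluorescence drop as BODIPY-GDP leaves Rap1B (480 nm excitation, 540 nm emission), recorded every 5 minutes over 30 minutes. Reactions held 100 nM EPAC1, 250 nM Rap1B–BODIPY-GDP and 50 uM GDP, with 6.5 mM cAMP setting full activation.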
# TDP43 rescue: inhibitors of TDP-43 toxicity in yeast; TDP-43 expressing yeast growth rescue, BacTiter-Glo, 24 h; 410,000 compounds, 1.8% hits; AID 652104; Potency, µM (doses to about 46.1 µM), inactives show at the highest dose growth rescue (activation), usual class: activators; also: % of control where 0% means no effect; nearly all actives have a fitted effect of over 50% in size
#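 Readout is BacTiter-Glo luminescence of cell growth, so inhibitors register as activators. TDP-43-expressing yeast at OD600=0.02 in galactose medium, after raffinose pregrowth to mid-log, were incubated with compound for 24 hr at 30 deg C.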
# EPAC2 agonist: activates human EPAC2 exchange factor | Q8WZA2 | EPAC2 activation, biochemical qHTS; response scale: 100% = 6.5 mM cAMP response | Potency, µM (highest dose often 154 µM), without a hit: at the highest dose activation, most hits filed as activators | 360,000 compounds, 0.079% hits; also: nearly all actives have a fitted effect of over 50% in size
#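 Compounds were added across a concentration range to EPAC2 (100 nM), RAP1B-BODIPY-GDP (250 nM) and GDP (50 uM). After 5 min at room temperature, fluorescence was recorded at 5-min intervals for 30 min.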
# FUS yeast rescue: FUS proteinopathy suppression in yeast | S. cerevisiae FUS-expressing, growth rescue, OD600, 24 h | Potency, µM (top dose mostly 76.6 µM), for inactives: top-dose growth rescue (activation), hits mostly activators | 390,000 compounds, 0.24% hits | AID 1347120;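 also: plate controls were DMSO vehicle for no effect and reference control for full effect; nearly all actives have a fitted effect of over 55% in size; some results filed as inactive show a strong effect at the top dose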
#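 Quantitative HTS measuring growth restoration of FUS-toxic yeast. Galactose-induced cells (OD 0.005) were exposed 24hr at 30C to compounds at several concentrations, then absorbance at 600 nm was recorded.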
# aSyn rescue: inhibitors of alpha-synuclein toxicity in yeast. AID 652106. Potency, µM (doses to about 46.1 µM), for the others: at the top dose growth rescue (activation), hits mostly activators. Yeast expressing alpha-synuclein, growth rescue, BacTiter-Glo, 24 h. 370,000 compounds, 0.14% hits; also: % of control where 0% means no effect; nearly all actives have a fitted effect of over 65% in size
#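 Galactose-induced alpha-syn yeast (OD600=0.02, raffinose-pregrown) + pinned cpd, 24 hr, 30 deg C; growth by BacTiter-Glo luminescence. Growth restoration scores as activation.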
# EPAC2 antag: antagonists of human EPAC2; Q8WZA2; EPAC2 GEF exchange of Rap1B-BODIPY-GDP, fluorescence; AID 720708; Potency, µM (series often up to 114 µM), for the others: at the top dose activity, negative = inhibition, most hits filed as inhibitors; 360,000 compounds, 0.18% hits; also: % is scaled to controls: 0 for no effect and ±100 for the full control effect; nearly all actives have a fitted effect of over 45% in size; many of its hits are not listed in these tables
# PTHR1 ag: PTHR1 (human) receptor agonism; Q03431; HEK293 GP2 PTHR1 cells, GloSensor cAMP luminescence, 1 h; Potency, µM (titrated, usually from 115 µM), for the others: at the top dose activation, usual class: activators; 410,000 compounds, 0.075% hits; AID 743266; also: nearly all actives have a fitted effect of over 55% in size; some results filed as inactive show a strong effect at the top dose; inactives centre near -15; many of its hits are not listed in these tables
# Target sequence (Q03431 whole entry, looked up): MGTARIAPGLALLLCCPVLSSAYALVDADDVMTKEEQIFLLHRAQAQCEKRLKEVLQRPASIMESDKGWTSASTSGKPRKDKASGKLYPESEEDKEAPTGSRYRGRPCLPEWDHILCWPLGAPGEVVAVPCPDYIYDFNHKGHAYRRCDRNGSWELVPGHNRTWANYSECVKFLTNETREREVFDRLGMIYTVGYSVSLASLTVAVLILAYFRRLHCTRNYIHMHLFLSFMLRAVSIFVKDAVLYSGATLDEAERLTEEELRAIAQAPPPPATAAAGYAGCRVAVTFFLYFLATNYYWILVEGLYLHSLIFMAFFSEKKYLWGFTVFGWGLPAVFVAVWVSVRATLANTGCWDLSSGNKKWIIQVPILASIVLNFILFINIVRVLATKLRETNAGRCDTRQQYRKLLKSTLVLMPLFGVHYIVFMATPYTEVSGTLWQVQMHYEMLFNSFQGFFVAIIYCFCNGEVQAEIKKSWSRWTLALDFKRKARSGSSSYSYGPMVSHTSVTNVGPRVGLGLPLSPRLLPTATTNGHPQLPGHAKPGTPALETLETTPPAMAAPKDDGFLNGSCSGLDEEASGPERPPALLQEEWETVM
#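 HEK-293-derived GP2 cells expressing PTHR1 and a GloSensor cAMP reporter, 3,000/well, plated overnight, given luciferin plus IBMX (each 0.5 mM as added) for 1 h at 37 °C, then compound for 1 h at 37 °C. Luminescence was read after 15 min at room temperature.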
# Active calls of the source: *; i = inactive; ? = inconclusive; . = no result given; [ ] = dose if it differs, or a comment. Calls follow the shape of the dose curve; as a rule, active = well fitted curve in the direction sought with a large enough effect; inconclusive = small, poorly fitted or top-dose-only effect, or another doubt; inactive = no such curve, though single readings can be large; an effect the other way counts as inactive or inconclusive. Potency is read from the fitted curve at half-maximal effect. Not all compounds are listed; the hit share may differ from the screen's.
SMILES,EPAC1 antag,EPAC1 ag,TDP43 rescue,EPAC2 agonist,FUS yeast rescue,aSyn rescue,EPAC2 antag,PTHR1 ag
CC(NC(=O)c1cc(F)c(F)cc1Cl)C1CC2CCC1C2 (stereo not drawn),-17%,2%,5%,16%,17%,4%,-1%,i
COc1ccc(N=C2SC(C(=O)Nc3ccc(C(=O)O)cc3)CC(=O)N2Cc2cccs2)cc1 (stereo not drawn),-15%,10%,1%,-6%,-16%,3%,?,-25%
CN1OC(c2ccccc2)=C(CO)C1c1ccccc1 (stereo not drawn),-12%,-5%,30%,4%,.,-6%,2%,i
COc1ccccc1CCNC(=O)C(=O)NCC1CCCN1S(=O)(=O)c1ccccc1 (stereo not drawn),-4%,-5%,-16%,3%,26%,1%,1%,-27%
Nn1c(Cc2cccc3ccccc23)nnc1SC1CCOC1=O (stereo not drawn),0%,-4%,5%,6%,14%,-2%,-2%,-11%[57.5 µM]
CN(C)C(CNc1ncnc2sccc12)c1cccs1 (stereo not drawn),-25%,5%,-3%,12%,-8%,-8%,0%,-46%[inhibitor]
CCc1ccc(S(=O)(=O)NCCc2cn3cccc(C)c3n2)s1,-24%,17%,19%,9%,-28%,1%,-3%,i
NC(=O)CC(NC(=O)Cc1cccc2ccccc12)c1ccc(NCc2ccccc2)c([N+](=O)[O-])c1 (stereo not drawn),-20%,8%,0%,4%,-2%,1%,4%,-20%
COc1cc2c(cc1OC)CN(CC(=O)Nc1ccc(S(=O)(=O)N(C)C)cc1)CC2,-24%,6%,-13%[9.22 µM],7%,45%,-1%,2%,-6%
CNc1oc(C)nc1S(=O)(=O)c1ccc(C)cc1,-9%,8%,23%,10%,20%,-3%,-3%,i
Cc1ccc(NC(=O)[C@@H](CC(C)C)NC(=O)[C@@H]2Cc3ccccc3CN2)cc1,4%,10%,-16%,14%,3%,-1%,-7%,i
CS(=O)(=O)c1cnc(-c2ccccc2)nc1Oc1ccc(F)cc1,-3%,-10%,1%,-4%,-13%,10%,18%,i
COc1ccc2cc(C(=O)Nc3ccc(Cl)cc3)sc(=O)c2c1OC,1%,3%,15%,0%,11%,-9%,-3%,i
CCOC(=O)c1ccccc1Cc1nc2ccccc2c(=O)[nH]1,-11%,-1%,10%,-5%,-2%,-1%,-7%,-2%
CCOc1ccc(S(=O)(=O)N2CCC(C(=O)NCc3ccccn3)CC2)cc1,30%,0%,-1%,3%,1%,1%,11%,-3%
O=C1CC(NNc2nc3ccccc3s2)C(=O)N1c1ccccc1 (stereo not drawn),16%,-2%,-23%,6%,30%,-24%,20%,-2%
Cc1ccccc1NC(=O)Nc1ccc2c(c1)OCO2,4%,-5%,-7%,7%,2%,-8%,9%,-35%[inhibitor]
CC(=O)N1c2ccc(S(=O)(=O)NCC3CCC(C(=O)NC4CCC(C)CC4)CC3)cc2CC1C (stereo not drawn),-25%,-13%,-1%,-8%,45%,?,31%[activator],-9%
Cn1cccc1/C=C1\CCc2ccccc2C1=O,-21%,18%,-43%[inhibitor],4%,7%,2%,-20%,-30%
c1ccc(C(CN2CCOCC2)c2ccccc2)cc1,10%,3%,-12%,3%,11%,-1%,6%,i
COc1ccc(C2=NN(CC(=O)Nc3ccccc3C)C(=O)CC2)cc1,-12%,5%,16%,6%,12%,6%,-4%,i
CC(NC(=O)COC(=O)C1CCN(c2ccc(C(F)(F)F)cn2)CC1)c1ccccc1 (stereo not drawn),-15%,-2%,-4%,6%,-6%,27%,-12%,i
CCOc1cc(C(=O)NCCOC)ccc1OC,-9%,9%,-3%,15%,-8%,-4%,-6%,-3%
CC1(C)CC(=O)C(C=Nc2cc(C(=O)c3ccccc3)ccc2N)=C(O)C1,-22%,0%,22%,-2%,30%,1%,3%,-8%
O=[N+]([O-])c1ccc2ccn(C3OCC(O)C(O)C3O)c2c1 (stereo not drawn),-3%,4%,11%,2%,-3%,0%,1%,i
# The list goes on:
SMILES,EPAC1 antag,EPAC1 ag,TDP43 rescue,EPAC2 agonist,FUS yeast rescue,aSyn rescue,EPAC2 antag,PTHR1 ag
CCOC(=O)N/N=C/c1ccc(F)cc1F,-6%,3%,17%,-6%,.,-2%,15%,-3%
COc1ccc(C2CC(c3cc(Br)ccc3F)n3nnnc3N2)cc1 (stereo not drawn),-5%,4%,9%,26%,-42%,8%,-6%[57.1 µM],-25%[57.5 µM]
CCS(=O)(=O)c1nc(S(=O)(=O)c2ccc(C)cc2)c(NCc2ccccn2)s1,-3%,-5%,-13%,4%,20%,-2%,0%,-6%
O=c1nc2n(c3sc4c(c13)CCCC4)C(CBr)CS2 (stereo not drawn),-3%,-13%,17%,17%,28%,11%,8%,-5%[57.5 µM]
NC(=O)c1ccccc1OCc1cccc2ccccc12,-4%,7%,?,10%,-14%,1%,-5%,-11%
CC(C)CN(C(=O)CSc1nc2ccccc2c(=O)n1C)C1CCS(=O)(=O)C1 (stereo not drawn),7%,-5%,11%,2%,27%,-2%[1.84 µM],4%,-33%[inhibitor]
Cc1c(NC(=O)C(C)OC(=O)COc2ccc(C#N)cc2)c(=O)n(-c2ccccc2)n1C (stereo not drawn),-10%,19%,-2%,3%,19%,-4%,1%,-23%
COc1ccc(NC(=O)COC(=O)Cc2ccc(-c3ccccc3)cc2)c(OC)c1,-23%,16%,?,5%,11%,3%,0%,-11%
COC(=O)C1C(O)=C(C=Nc2ccccc2)C(=O)CC1(C)C (stereo not drawn),0%,-8%,0%,-1%,-30%,0%,-7%,-45%[inhibitor]
CCOC(=O)c1nnsc1C(OC)Oc1ccccc1 (stereo not drawn),-1%,6%,?,5%,-5%,0%,-3%,-25%
C/C(=N\OC(=O)NC1CCCCC1)c1sc(-c2ccccc2)nc1C,3%,11%,20µM*,15%,41%,.,-9%,-35%[inhibitor]
Cc1ccc(N2C(=S)NC3c4cc(Cl)ccc4OC2(C)C3C(=O)N(C)C)cc1 (stereo not drawn),-7%,4%,-1%,0%,15%,-4%,2%,-22%
COc1ccc(F)cc1-c1cc(C(=O)NCc2ccccc2)[nH]n1,-3%,-3%,?,7%,13%,10%,3%,i
Cc1cccc(NNC(=O)C(=O)NNc2cccc(C)c2)c1,-12%,-3%,20%,2%,2%,8%,5%,i
CCCCNC(=O)Nc1nc2ccccc2s1,-26%,-8%,-3%[0.397 µM],?,9%,-2%,-4%,-23%
O=C1N2CN(C(c3ccccc3)c3ccccc3)CN=C2SC1(CO)CO,6%,6%,5%,8%,-8%,6%,3%,i
CC(/C=C/c1ccc2c(c1)OCO2)=N/NC(=O)CNc1ccc(C)cc1,14%,-5%,2%,1%,8%,1%,12%,i
NC(=O)N1CC(O)CC1C(=O)Nc1ccc(Cl)c(Cl)c1 (stereo not drawn),-4%,2%,-3%,1%,-16%,0%,1%,i
CCn1c(=Nc2ccc(N3CCOCC3)cc2)ccc2ccccc21,-7%,0%,19%,4%,-32%,4%,4%,-10%
Cc1cc(C)n(C(=O)CN2C(=O)COc3ccccc32)n1,1%,0%,4%,-1%,5%,1%,3%,i
CC(=O)OCC(=O)C1(O)CCC2C3CC(C)C4=CC(=O)CCC4(C)C3C(O)CC21C (stereo not drawn),-3%,-5%,-21%,8%,7%,12%,8%,-10%
Cc1nc2ccc(NS(=O)(=O)c3c(F)cccc3F)cc2s1,-1%,-2%,5%,17%,6%,6%,7%,-6%
C=CCn1c(=NC(=O)CN2C(=O)CCC2=O)sc2cccc(OC)c21,29%,-1%,10%,13%,-7%,6%,-4%,i
O=C(Nc1ccc(C(=O)O)cc1)/C(=C\c1ccccc1)NC(=O)c1ccc(Br)cc1,9%,6%,-9%,-9%,?,-1%,2%,i
O=C(O)CC1(CC(=O)Nc2ccccc2C(=O)c2ccccc2)CCCC1,7%,6%,2%,-2%,-15%,7%,6%,i

# Next part, overlapping the part above by 5 compounds.
SMILES,EPAC1 antag,EPAC1 ag,TDP43 rescue,EPAC2 agonist,FUS yeast rescue,aSyn rescue,EPAC2 antag,PTHR1 ag
CC(=O)OCC(=O)C1(O)CCC2C3CC(C)C4=CC(=O)CCC4(C)C3C(O)CC21C (stereo not drawn),-3%,-5%,-21%,8%,7%,12%,8%,-10%
Cc1nc2ccc(NS(=O)(=O)c3c(F)cccc3F)cc2s1,-1%,-2%,5%,17%,6%,6%,7%,-6%
C=CCn1c(=NC(=O)CN2C(=O)CCC2=O)sc2cccc(OC)c21,29%,-1%,10%,13%,-7%,6%,-4%,i
O=C(Nc1ccc(C(=O)O)cc1)/C(=C\c1ccccc1)NC(=O)c1ccc(Br)cc1,9%,6%,-9%,-9%,?,-1%,2%,i
O=C(O)CC1(CC(=O)Nc2ccccc2C(=O)c2ccccc2)CCCC1,7%,6%,2%,-2%,-15%,7%,6%,i
Cc1ccc(C(=O)Nc2ccccc2NC(=O)c2ccc(C)o2)o1,3%,3%,6%,-14%,-11%,-8%,4%[57.1 µM],i
CSc1nc(C)c(CCOC(=O)c2cccc(Cl)c2)c(=O)[nH]1,-11%,-1%,4%,6%,?,-1%,-6%,25%
O=C(N/N=C/c1ccc(OCc2ccc(F)cc2)cc1)c1ccccc1,-15%,-12%,6%,1%,-45%,-17%,20%,-41%[inhibitor]
O=C(Nc1cccnc1)c1ccccc1Cl,-4%,9%,1%,7%,7%,1%,0%,i
O=C(O)c1cn(CCOc2ccccc2Cl)c2ccccc12,-4%,9%,-11%,11%,1%,3%,1%,-11%
Cn1c(NC(=O)Cc2ccc(F)cc2)cc(=O)n(C)c1=O,-23%,-4%,0%,0%,-29%,0%,-1%,i
Cc1ccc(N(C(=O)c2snc(C(N)=O)c2N)C(C(=O)NC2CCCC2)c2ccc(C)o2)cc1 (stereo not drawn),?,-20%,4%,-6%,17%,6%,23%,i
O=C(NCc1nc2ccccc2[nH]1)C1=C[C@H](c2ccc(C(F)(F)F)cc2)C[C@H](OCc2ccc(CO)cc2)O1,-2%,-7%,-1%,1%,25µM*,-11%,0%,-36%[inhibitor]
CC(C)N(c1ccccc1)c1ccc(NC(=O)C2CCCO2)cc1 (stereo not drawn),6%,1%,11%,-8%,10%,6%,0%,10%[57.5 µM]

# Random excerpt: two compounds from above.
SMILES,EPAC1 antag,EPAC1 ag,TDP43 rescue,EPAC2 agonist,FUS yeast rescue,aSyn rescue,EPAC2 antag,PTHR1 ag
O=C(Nc1cccnc1)c1ccccc1Cl,-4%,9%,1%,7%,7%,1%,0%,i
CSc1nc(C)c(CCOC(=O)c2cccc(Cl)c2)c(=O)[nH]1,-11%,-1%,4%,6%,?,-1%,-6%,25%
